KLK7 zymogen act: activators of human kallikrein-7 zymogen; P49862; actives 0.9% (n = 370,000); activation, % at 7 µM; purified proKLK7, EDANS-DABCYL substrate fluorescence; 100% is mature enzyme control, 0% vehicle;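 active = activation above the mean of all tested compounds plus 3 SD, computed per campaign excluding outliers beyond control limits, cut at about 13% in these data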
Target sequence (P49862 whole entry, looked up): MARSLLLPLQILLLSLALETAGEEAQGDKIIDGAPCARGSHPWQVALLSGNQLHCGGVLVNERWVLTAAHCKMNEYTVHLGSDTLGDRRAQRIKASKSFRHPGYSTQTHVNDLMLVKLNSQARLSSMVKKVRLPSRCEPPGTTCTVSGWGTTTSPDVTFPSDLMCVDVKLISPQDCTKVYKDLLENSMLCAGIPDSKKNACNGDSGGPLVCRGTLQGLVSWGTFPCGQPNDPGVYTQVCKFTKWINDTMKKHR
LEDGF integ inh: blocks HIV-1 LEDGF/p75-dependent DNA integration. TR-FRET IN-LEDGF/p75 DNA integration, Eu/Cy5. inhibition, % at 3.7 µM. actives 0.64% (n = 370,000). AID 743269;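 active = inhibition above the screen-wide mean plus 3 SD, cut at about 13% in these data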;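 also: signal is the Cy5 over europium emission ratio at 671 and 618 nm; 0% = plate median of compound wells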
ADAM17 inh: ADAM17 inhibition, QFRET primary screen | AID 720648 | actives 0.83% (n = 370,000) | recombinant ADAM17, EDANS/DABCYL FRET peptide cleavage | inhibition, % at 6.95 µM | P78536;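 active = inhibition above the mean of compounds lying between control limits plus 3 SD, set per campaign, cut at about 8.5% in these data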;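 also: 0% = DMSO-only wells as the low control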
DDE Tn7 FP inh: inhibitors of Tn7 peptide binding to human fibrin DD(E); FP displacement of FITC-Tn7 peptide from fibrin DD(E); 0% = median of compound wells per plate; actives 0.13% (n = 370,000); P02675; inhibition, % at 8.3 µM;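 active = inhibition above the mean of compounds falling within the control limits plus 3 SD of them, cut at about 14% in these data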;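 also: 0% = plate median of compound wells and 100% = 10 µM Aha-Tn7 peptide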
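Assay system: human fibrin DD(E) protein / Input: 2 µM fibrin DD(E) / Benchmarks: high control of 10 µM Aha-Tn7 peptide / Measured by: fluorescence polarization of the labelled Tn7 tracer / Medium: Tris buffer with calcium and detergent, pH 7.8 / Timing: 10 min compound pre-incubation, 3 h probe incubation at room temperature / Repeats: one replicate per compound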
TDP2 inh: TDP2 (human) inhibition, absorbance primary screen; O95551; recombinant TDP2, T5PNP hydrolysis, p-nitrophenol absorbance 415 nm; inhibition, % at 12.8 µM; actives 0.34% (n = 370,000);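 active = inhibition above the mean of all tested compounds plus 3 SD, set per campaign, cut at about 25% in these data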;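 also: 0% = DMSO with enzyme and 100% = buffer with substrate but no TDP2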
Target sequence (O95551 whole entry, looked up): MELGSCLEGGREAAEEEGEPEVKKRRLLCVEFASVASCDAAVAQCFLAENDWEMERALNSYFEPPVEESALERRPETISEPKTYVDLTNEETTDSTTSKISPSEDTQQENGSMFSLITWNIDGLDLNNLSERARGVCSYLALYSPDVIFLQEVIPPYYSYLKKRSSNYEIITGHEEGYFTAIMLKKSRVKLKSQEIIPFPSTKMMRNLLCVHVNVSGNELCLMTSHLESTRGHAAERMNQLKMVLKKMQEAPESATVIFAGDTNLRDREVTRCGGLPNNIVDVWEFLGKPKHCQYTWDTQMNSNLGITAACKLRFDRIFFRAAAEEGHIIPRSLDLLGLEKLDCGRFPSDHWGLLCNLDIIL
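Read-out basis: percent inhibition. System: recombinant human TDP2. Buffer or medium: Mg2+-containing Tris-HCl buffer, pH 7.5. Repeats: single replicate. Timing: reaction 2 h, 37 °C. Benchmarks: high control without enzyme, low control DMSO plus TDP2. Probe or stimulus: 5 mM T5PNP. Doses: 12.8 µM only. Measured by: epi absorbance of p-nitrophenol freed from T5PNP by hydrolysis.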
Tn6 DDE FP: DD(E)-Tn6 binding inhibition, primary FP screen | actives 0.21% (n = 370,000) | Fibrin DD(E) TRITC-Tn6 fluorescence polarization displacement | inhibition, % at 8.3 µM | P02675 | AID 720509;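 active = inhibition above a per-campaign cutoff: mean of compounds within control limits plus 3 SD, cut at about 15% in these data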;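 also: 0% = median of all compound wells on the plate and 100% = blocking peptide control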
PLC-gamma1 inh: inhibitors of human phospholipase C gamma1; P19174; purified PLC-gamma1, fluorogenic substrate, fluorescence; inhibition, % at 12.2 µM; actives 0.84% (n = 370,000); AID 720700; in the data active = inhibition above about 9.5%
ADAM10 inh: inhibitors of human ADAM10; O14672; recombinant ADAM10, EDANS/DABCYL FRET peptide cleavage, 3 h; inhibition, % at 7 µM; actives 0.62% (n = 370,000); AID 720582;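 active = inhibition above a per-campaign cutoff equal to the mean of compounds falling between control-based bounds plus 3 SD, cut at about 20% in these data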;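 also: 0% = DMSO wells while the 100% control is not disclosed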
ASAP1 inh: inhibitors of human ASAP1 ArfGAP activity; Q9ULH1; ASAP1-stimulated ARF1 GTP hydrolysis, GDP FP detection; inhibition, % at 16.5 µM; actives 0.19% (n = 360,000); in the data active = inhibition above about 25%;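 also: 0% = vehicle with enzyme and substrate and 100% = no enzyme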
ARFGAP1 inhibitor: inhibits rat ARF GTPase activating protein 1; Q62848; Arfgap1-stimulated ARF1 GTP hydrolysis, GDP FP detection; inhibition, % at 16.5 µM; actives 0.26% (n = 360,000);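 active = inhibition above a per-plate limit, mean inhibition of low control wells plus 3 SD, cut at about 25% in these data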;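 also: 0% = DMSO wells with enzyme and 100% = wells lacking Arfgap1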
Target sequence (Q62848 1-136 limits assumed): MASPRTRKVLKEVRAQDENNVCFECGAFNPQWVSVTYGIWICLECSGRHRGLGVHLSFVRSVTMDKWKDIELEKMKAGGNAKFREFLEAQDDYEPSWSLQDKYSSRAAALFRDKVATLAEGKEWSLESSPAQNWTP
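system = rat Arfgap1 catalytic domain, aa 1-136 | technique = FP, GDP Alexa 633 tracer displaced from anti-GDP antibody, 620/688 nm | compound = one concentration, 16.5 µM, DMSO 1.26% | medium = HEPES-based buffer, pH 7.5 | timing = compound-enzyme preincubation 20 min, reaction 120 min, detection 60 min, 25 °C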
An asterisk follows results filed as active; i = inactive; x = not tested or not shown.

SMILES | KLK7 zymogen act | LEDGF integ inh | ADAM17 inh | DDE Tn7 FP inh | TDP2 inh | Tn6 DDE FP | PLC-gamma1 inh | ADAM10 inh | ASAP1 inh | ARFGAP1 inhibitor
Cc1cccc(OCC(O)Cn2c(-n3nc(C)cc3C)nc3c2c(=O)[nH]c(=O)n3C)c1 (centres undefined) | -0.2 | -0.9 | 5.8 | 0.4 | -13.2 | -12.9 | 4.6 | 3.6 | 11.5 | 12.9
O=C(CSc1ncccc1-c1nc2ccccc2[nH]1)NC1CC1 | -1.1 | -3.9 | -52.0 | 4.8 | 9.5 | -7.6 | -51.1 | -155.7 | -3.2 | -7.2
COC(=O)Cc1ccc(OC2(C)CCN(Cc3ccccc3OC(F)F)C2)cc1 (centres undefined) | 0.0 | -1.6 | -3.3 | 4.0 | -5.5 | 10.2 | 2.8 | -12.4 | -12.0 | 6.7
CCN(CC)c1nc(-c2ccccn2)nc(-c2ccccc2)c1C#N | -1.0 | 2.1 | 4.3 | -7.0 | -9.0 | 2.0 | -13.3 | 5.3 | 2.2 | -8.3
CCOc1ncccc1C(=O)Nc1cc(S(=O)(=O)N2CCOCC2)ccc1N1CCCC1 | 0.4 | 3.2 | -0.1 | -2.8 | 2.5 | -5.5 | 1.8 | 5.9 | 10.0 | -0.2
CC1CCCCC1NC(=O)c1c(O)nc2ccccn2c1=O (centres undefined) | 1.5 | -0.3 | -46.6 | 0.3 | 6.1 | 3.8 | -115.6 | -161.0 | -4.2 | -9.0
Cc1ccc(CNC(=O)CN(C(=O)C2(C)CC(=O)N=C3C=CC=CN32)c2cc(C)ccc2C)cc1 (centres undefined) | 4.1 | 0.0 | -304.1 | -1.2 | 26.0* | -0.2 | -92.2 | i | 4.1 | -14.5
O=C(N/N=C/c1ccccc1)C(O)c1ccccc1 (centres undefined) | -0.3 | -5.2 | -2.3 | 1.1 | -5.2 | 2.8 | -12.2 | -7.4 | -5.8 | -3.0
COCCCNC(=O)CN1C(=O)COc2ccc(S(=O)(=O)N3CCOCC3)cc21 | 0.2 | 2.4 | -4.3 | -4.0 | 2.1 | 3.0 | 5.5 | -2.3 | -3.4 | -6.5
Cn1c(SCc2ccccc2Cl)nc2ccccc21 | 0.3 | -0.4 | -1.0 | -7.5 | 5.8 | -1.5 | -0.8 | 5.7 | -7.6 | -4.0
CC(C)(C)n1nc(C2CC2)c(Br)c1NC(=O)c1ccccc1F | 0.7 | 5.5 | 3.2 | 4.5 | -8.2 | 8.3 | 4.1 | 7.2 | -0.5 | -8.2
CCCN(CC(=O)Nc1ccccc1C)C(=O)c1ccc(S(=O)(=O)N2CCCC2)cc1 | -0.5 | -7.0 | -2.4 | 1.9 | -0.6 | -9.2 | -1.1 | -0.8 | -4.3 | 8.1
Cc1ccc2cc(CN(CC3CCCO3)C(=S)Nc3ccccc3)c(=O)[nH]c2c1C (centres undefined) | 0.9 | 0.0 | -6.0 | 4.0 | -10.1 | 4.6 | -0.5 | -20.0 | -10.7 | -2.8
O=S(=O)(Nc1ncccn1)c1ccc(NC(=S)NCCc2ccccc2)cc1 | 0.0 | -2.7 | -2.5 | -2.1 | -5.7 | 1.2 | -1.0 | -1.0 | 10.6 | 5.1
CC(C)(C)Cc1c(-c2ccc(F)cc2)nc2ccc(Br)cn12 | 0.2 | 0.7 | 4.6 | 9.8 | -15.2 | -5.5 | 6.5 | 10.6 | -7.7 | -8.2
Cc1[nH]c2ccc(F)cc2c1CCN(Cc1cccnc1)C(=S)Nc1ccccc1 | -0.1 | 2.1 | 0.4 | -5.6 | 2.7 | 6.0 | -1.6 | 1.6 | 1.7 | 4.5
COc1cccc(NC(=O)Cn2c(=O)n(CCCC(=O)NCc3ccco3)c(=O)c3ccccc32)c1 | 0.3 | 7.0 | -4.1 | -4.1 | 15.9 | 7.0 | -1.9 | -2.6 | 8.5 | -3.9
CCCCN1C(=O)C(NC(=O)C2CC2)(C(F)(F)F)C2=C1CC(C)(C)CC2=O (centres undefined) | 0.2 | 0.5 | -2.8 | 5.2 | -13.6 | -4.8 | -1.2 | -0.2 | 0.1 | 8.6
CCOc1ccc(NC(=O)c2ccccc2NS(=O)(=O)c2ccc(F)cc2)c([N+](=O)[O-])c1 | 0.5 | -0.5 | 2.5 | 2.1 | 4.2 | 0.4 | -5.8 | 8.1 | -8.5 | 4.1
CC(=O)CSc1nc2ccccc2s1 | -0.4 | -0.7 | -4.4 | 0.2 | 5.8 | 0.1 | -5.5 | -1.7 | -6.5 | -0.1
CCc1cccc(C)c1NC(=O)CNCc1ccccc1 | -0.1 | 3.3 | -1.1 | -5.6 | 9.3 | -7.6 | 2.4 | -0.8 | 3.2 | 10.0
NC(=O)c1c(N)sc2c1CCC2 | -0.8 | 7.5 | -6.0 | -7.0 | -8.2 | -4.1 | -20.4 | -8.1 | 8.2 | 2.6
COc1ccc(/C=C/C(=O)NCCCc2ccccc2)cc1OC | 0.3 | -1.4 | -11.4 | 1.1 | -1.1 | -5.7 | -6.8 | -28.2 | -4.9 | 13.1
O=S(=O)(c1ccc(Oc2ccc(Br)cc2F)nc1)N1CCCCC1 | -0.7 | 0.3 | -5.4 | 4.6 | 5.4 | 8.5 | -3.2 | -1.1 | -2.1 | -4.4
COc1ccc(S[C@]2(C(=O)N(C)C)CC(=O)N(S(=O)(=O)c3ccc(F)cc3)[C@@H]2c2ccc(OC)cc2)cc1 | 0.7 | -2.2 | 2.9 | -1.7 | -2.3 | 9.4 | 0.1 | -1.4 | x | x

2 entries drawn at random from the list so far:
SMILES | KLK7 zymogen act | LEDGF integ inh | ADAM17 inh | DDE Tn7 FP inh | TDP2 inh | Tn6 DDE FP | PLC-gamma1 inh | ADAM10 inh | ASAP1 inh | ARFGAP1 inhibitor
Cc1ccc(CNC(=O)CN(C(=O)C2(C)CC(=O)N=C3C=CC=CN32)c2cc(C)ccc2C)cc1 (centres undefined) | 4.1 | 0.0 | -304.1 | -1.2 | 26.0* | -0.2 | -92.2 | i | 4.1 | -14.5
Cc1cccc(OCC(O)Cn2c(-n3nc(C)cc3C)nc3c2c(=O)[nH]c(=O)n3C)c1 (centres undefined) | -0.2 | -0.9 | 5.8 | 0.4 | -13.2 | -12.9 | 4.6 | 3.6 | 11.5 | 12.9

Next section.
SMILES | KLK7 zymogen act | LEDGF integ inh | ADAM17 inh | DDE Tn7 FP inh | TDP2 inh | Tn6 DDE FP | PLC-gamma1 inh | ADAM10 inh | ASAP1 inh | ARFGAP1 inhibitor
O=C(COC(=O)CN1C(=O)C2CCCCC2C1=O)NNC(=O)c1ccc(Cl)cc1 (centres undefined) | 0.5 | -0.6 | -1.3 | -0.8 | 3.0 | -2.7 | -0.1 | -18.0 | 3.0 | -2.7
O=C(NCC1CC1)c1cc2c(c(-c3cccc(-c4ccccc4F)c3)n1)[C@@H](CCO)N(C(=O)CC1CC1)C2 | 1.1 | 5.4 | 10.4* | -6.7 | -8.4 | 0.7 | 6.5 | 35.1* | -13.6 | 2.8
O=C(CCNC(=O)N1CC(=O)Nc2ccccc21)NCCc1cccc(F)c1 | -0.4 | 4.2 | -2.5 | 2.3 | 17.2 | 0.1 | 1.1 | -3.4 | -0.3 | 11.1
CNCc1ccccc1Sc1ccc(OC)c(OC)c1 | 0.6 | -1.6 | -8.8 | -2.7 | 4.0 | -9.1 | -5.7 | 1.9 | -11.6 | 0.3
CCN1CCC(O)(/C=C/c2ccc(C)cc2)C(C(=O)/C=C/c2ccc(C)cc2)C1 (centres undefined) | 0.1 | 3.6 | -0.4 | 3.0 | 6.0 | -1.5 | -1.0 | 3.4 | 13.8 | -4.1
O=C(Nc1cccc(C(F)(F)F)c1)c1cc[n+]([O-])cc1 | 0.1 | -4.9 | -3.5 | -0.2 | -1.1 | 2.1 | -0.9 | -4.5 | 12.7 | -3.5
CCOc1ccccc1N(C)C(=O)c1cn(CC)c(=O)c2cc(OC)c(OC)cc12 | 0.5 | -1.7 | 1.3 | 0.9 | -13.2 | 8.8 | -0.7 | -4.7 | -14.2 | 6.6
CC(C)N1CCN(Cc2ccc3nsnc3c2)CC1CCO (centres undefined) | -0.2 | -1.1 | -1.3 | 0.0 | 5.5 | -3.8 | 0.6 | -8.8 | 4.5 | -3.0
Cc1nc([N+](=O)[O-])c(SCC(N)=O)n1Cc1ccccc1 | -0.3 | 1.6 | -1.1 | 2.9 | 0.2 | 1.6 | 3.0 | 10.2 | 11.7 | -2.0
CC1CCCC(C)N1C(=O)COC(=O)c1cccnc1Cl (centres undefined) | -0.6 | -4.2 | -2.1 | 10.8 | -6.5 | -9.7 | 3.5 | -24.6 | 2.8 | -0.7
N#Cc1nc(COc2ccc(F)cc2)oc1N1CCCC1 | -0.1 | -1.8 | 1.9 | -1.8 | -20.9 | 6.3 | 0.7 | 1.6 | 2.9 | 3.2
O=C(NCCc1cccnc1)C1CCC(=O)N(Cc2cccc(C(F)(F)F)c2)C1 (centres undefined) | -0.2 | -1.5 | 0.6 | -1.5 | 2.4 | 0.9 | -0.5 | 4.8 | 0.6 | 11.4
Cc1c(C)n(C)c2ccc(C(=O)N3CCN(c4ccccc4)CC3)cc12 | -0.2 | -3.9 | -1.8 | -0.3 | 4.3 | -4.0 | -2.0 | 6.8 | -1.8 | -8.3
Nc1nccc(-c2ccc(-n3cnc4ccccc43)cc2)n1 | 1.4 | -3.2 | -31.9 | -1.9 | 17.2 | -0.8 | -20.8 | -107.3 | -6.0 | -0.4
O=C(c1ccc2c(c1)OCCO2)N1CCN(Cc2c(F)cccc2Cl)CC1 | 0.3 | -3.3 | -1.3 | 0.7 | -13.0 | -0.6 | -5.9 | -4.3 | -2.7 | 3.6
Cc1cc2c(c(=O)o1)C(CCC1CCCCC1)C(C#N)=C(N)O2 (centres undefined) | 0.1 | 6.4 | -2.5 | -2.9 | -5.3 | 3.0 | -4.0 | -2.2 | -5.5 | 12.7
CN(C)C(C)(C)C#CCCCCC#CC(C)(C)N(C)C | -0.1 | 2.4 | -1.6 | -9.9 | 2.9 | -6.2 | 0.4 | -2.6 | -2.7 | 8.5
COc1ccccc1CNC(=O)c1ccc(CS(=O)Cc2cccc(Cl)c2)o1 (centres undefined) | -0.2 | -1.6 | -7.4 | -0.6 | -4.9 | -11.7 | 4.7 | 3.4 | -11.2 | 17.2
Cc1cccc(C(=O)Oc2ccc(/C=N/NC(=O)c3cc(O)cc(O)c3)cc2)c1 | 0.2 | 4.5 | -0.9 | 1.2 | -2.4 | -14.9 | 5.5 | 2.4 | -1.5 | -10.8
Cn1c(-c2ccc(F)c(F)c2)cc2onc(-c3ccccc3)c2c1=O | -0.4 | -0.6 | -1.9 | 1.0 | 3.2 | 3.0 | 3.2 | 6.2 | 2.2 | -13.5

High-throughput results as filed in PubChem BioAssay.
